Screening results (PubChem)
Tau fibril FP: blocks human tau fibril formation measured by polarization | P10636 | K18 P301L tau heparin fibrillization, Alexa594 FP, 6 h | AID 1468 | Potency, µM (doses to about 57.7 µM), for the others: at the highest dose activity, negative = inhibition, hits mostly inhibitors | 280,000 tested, 0.39% active; further: potency means the concentration at half of the fitted maximal effect; on the % scale 0 is the no-effect control and ±100 the full control effect; nearly all actives have a fitted effect of over 55% in size
Target sequence (P10636 561-689 P618L limits assumed): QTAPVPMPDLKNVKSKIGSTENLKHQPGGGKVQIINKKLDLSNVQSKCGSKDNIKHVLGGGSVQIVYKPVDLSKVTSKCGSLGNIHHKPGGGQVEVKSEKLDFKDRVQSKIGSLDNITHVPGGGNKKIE
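Human K18 P301L fragment (15 uM unlabeled plus 0.24 uM Alexa 594-labeled) in 100 mM sodium acetate pH 7 with compound, aggregation induced by 20 uM heparin for 6 hr at 37 C. ThT (30 uM) added for 1 hr, then Alexa 594 FP read.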
GLA spleen mod: inhibits or activates alpha-galactosidase in human spleen homogenate | 240,000 tested, 0.008% active | P06280 | Potency, µM (top dose mostly 80 µM), for inactives: top-dose activity change, negative = inhibition, actives largely listed as inhibitors | AID 2107 | human spleen homogenate, 4MU-alpha-Gal fluorescence, 40 min;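 further: potency means the concentration at half of the fitted maximal effect; 0% = enzyme with vehicle and -100% = no enzyme basal signal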
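Human spleen homogenate (1 ug) was the enzyme source, with 4-methylumbelliferyl-alpha-D-galactopyranoside (1 mM final) in pH 5.0 citrate buffer with 0.01% Tween-20. Compounds were titrated; after 40 min at 37C, NaOH/glycine stop, 4-MU fluorescence read; AC50 from Hill fits.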
TRb-SRC2 inh: disrupts binding of human TR beta to SRC2; P10828; TRbeta-SRC2 peptide binding, fluorescence polarization; receptor liganded with 1 µM T3; Potency, µM (doses to about 106 µM), inactives show at the top dose activity change, negative = inhibition, hits mostly inhibitors; 280,000 tested, 0.065% active; AID 1469;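 further: potency means the concentration at half of the fitted maximal effect; plate controls were bound peptide for no effect and peptide without receptor for full effect; nearly all actives have a fitted effect of over 50% in size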
Target sequence (P10828 whole entry, looked up): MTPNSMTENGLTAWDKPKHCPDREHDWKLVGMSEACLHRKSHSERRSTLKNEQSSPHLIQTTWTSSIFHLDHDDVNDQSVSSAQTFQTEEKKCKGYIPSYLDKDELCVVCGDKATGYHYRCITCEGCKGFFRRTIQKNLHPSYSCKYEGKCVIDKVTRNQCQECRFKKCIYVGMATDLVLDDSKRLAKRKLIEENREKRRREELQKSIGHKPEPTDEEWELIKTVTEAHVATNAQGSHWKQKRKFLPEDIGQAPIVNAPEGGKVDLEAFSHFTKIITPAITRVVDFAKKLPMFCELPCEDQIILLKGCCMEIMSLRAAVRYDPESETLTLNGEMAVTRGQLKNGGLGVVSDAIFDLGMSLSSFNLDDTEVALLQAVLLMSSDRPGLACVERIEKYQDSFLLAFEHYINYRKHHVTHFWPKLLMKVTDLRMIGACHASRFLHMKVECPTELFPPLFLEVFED
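Read-out is fluorescence polarization (555 nm excitation, 632 nm emission) of a Texas Red SRC2 coactivator peptide; loss of signal reflects blocked binding to human TRb ligand-binding domain in the presence of 1 uM T3.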
NPSR antag: blocks cAMP signaling of the human neuropeptide S receptor | Q6W5P4 | CHO-NPSR cells, cAMP TR-FRET, antagonist mode | Potency, µM (top dose mostly 38.3 µM), for inactives: at the top dose activity change, negative = inhibition, usual class: inhibitors | 220,000 tested, 1% active; further: potency means the concentration at half of the fitted maximal effect; on the % scale 0 is the no-effect control and ±100 the full control effect; nearly all actives have a fitted effect of over 50% in size; many of its hits are not listed in these tables
Target sequence (Q6W5P4 whole entry, looked up): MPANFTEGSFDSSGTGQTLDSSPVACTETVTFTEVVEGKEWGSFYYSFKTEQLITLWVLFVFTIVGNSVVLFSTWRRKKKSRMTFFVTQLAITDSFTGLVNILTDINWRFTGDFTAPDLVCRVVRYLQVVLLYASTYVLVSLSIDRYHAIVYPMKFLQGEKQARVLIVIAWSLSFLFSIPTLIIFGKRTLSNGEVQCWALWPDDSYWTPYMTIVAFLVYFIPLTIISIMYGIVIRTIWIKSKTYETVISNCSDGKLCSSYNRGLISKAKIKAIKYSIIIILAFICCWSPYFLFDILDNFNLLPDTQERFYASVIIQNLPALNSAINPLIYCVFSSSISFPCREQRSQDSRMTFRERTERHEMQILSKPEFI
Epigenetic reg: regulators of epigenetic silencing causing reporter derepression in mouse cells. 280,000 tested, 0.2% active. Potency, µM (top dose mostly 53.9 µM), for the others: top-dose GFP activation, hits mostly activators. AID 1865. murine LDR cells, GFP reporter derepression, 30 h; further: potency means the concentration at half of the fitted maximal effect; % of control where 0% means no effect; nearly all actives have a fitted effect of over 60% in size
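GFP-positive cell count by laser-scanning cytometry (objects 20–120 um) after 30 h, 37 C compound exposure of murine LDR cells; reporter is CMV-GFP integrated at a silenced locus, inducible by HDAC or DNMT inhibitors.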
Tau fluor counter: counter-screen for tau fibril formation inhibitors; tau K18 P301L Alexa594 fluorescence, heparin fibrillization; Potency, µM (doses to about 57.7 µM), for inactives: at the top dose activity change, negative = decrease; 280,000 tested, 0.93% active; further: potency means the concentration at half of the fitted maximal effect; on the % scale 0 is the no-effect control and ±100 the full control effect; nearly all actives have a fitted effect of over 55% in size
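Human tau K18 P301L (15 uM unlabeled, 0.24 uM Alexa 594-labeled) in 100 mM sodium acetate pH 7 with 20 uM heparin, 6 hr at 37 C. ThT 30 uM added, 1 hr ambient; Alexa 594 FP and total fluorescence read at 555/632 nm.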
CBFb RUNX1 block: inhibitors of human CBF-beta and RUNX1 interaction. Q01196+Q13951. AlphaScreen CBFb-His/RUNX1-biotin binding, biochemical. Potency, µM (doses to about 59.8 µM), without a hit: at the highest dose activity, negative = inhibition, hits mostly inhibitors. 230,000 tested, under 10 active; further: % of control where 0% means no effect
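AlphaScreen proximity signal reports loss of binding between His-tagged CBF-beta and biotin-labelled RUNX1, each at 30 nM. Proteins are pre-associated for 20 minutes, compounds added for 15 minutes, then beads for 90 minutes, all at ambient temperature.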
TexasRed fluor: Texas Red fluorescence interference in TRb-SRC2 counter-screen. TRb/SRC2 Texas Red total fluorescence interference. 280,000 tested, 0.29% active. AID 1479. Potency, µM (titrated, usually from 106 µM), without a hit: at the highest dose fluorescence change, negative = quenching; active means well fitted curve in either direction with a large enough effect; inconclusive means small, poorly fitted or top-dose-only effect; further: potency means the concentration at half of the fitted maximal effect; on the % scale 0 is the no-effect control and ±100 the full control effect
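Flags fluorescent or light-absorbing compounds by total fluorescence, S + 2P, at 555 nm excitation and 632 nm emission. Mixture: 20 nM Texas Red SRC2 peptide, 0.6 uM human TRb LBD, 1 uM T3, 5% DMSO; compound exposure 5 h at ambient temperature.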
Numbers without * were called inactive; ? = inconclusive; · = not tested or not shown; [ ] = another dose, or the depositor's remark. Unless noted, the call rests on the fitted dose curve; in most records, active means well fitted curve in the direction sought with a large enough effect; inconclusive means small, poorly fitted or top-dose-only effect, or another doubt; inactive means no such curve, though single readings can be large; an effect the other way counts as inactive or inconclusive.

SMILES	Tau fibril FP	GLA spleen mod	TRb-SRC2 inh	NPSR antag	Epigenetic reg	Tau fluor counter	CBFb RUNX1 block	TexasRed fluor
Cn1cc(C(=O)NCc2ccc(F)cc2)cn1	5%	-5%	-6%	18%	-0.3%	0%	1%	-3%
O=C(Nc1cccnc1Cl)c1ccc(=O)oc1	7%	0%	4%	0%[7.67 µM]	-2.6%	-12%	?	-2%
COc1ccc(-c2n[nH]c(=S)n2/N=C/C=C\c2ccccc2OC)cc1	-15%	4%	-2%	-7%	-1.0%	-21%	4%	-1%
CC(NCc1ccc(S(N)(=O)=O)cc1)C(=O)Nc1ccc([N+](=O)[O-])cc1Cl (stereo not given)	6%	7%	4%	4%	-1.6%	6%	-4%	-2%
COc1ccc(C(=O)N2CC3(C)C4CCC3(C)C2(C#N)C4)cc1OC (stereo not given)	0%	3%	-2%	18%	-0.6%	-4%	3%	-3%
CCn1c(NCc2cc(Br)ccc2NS(=O)(=O)c2ccc(C)cc2)nc2ccccc21	-6%	1%	-5%	-15%[46.1 µM]	3.2%	?	-1%	-4%
Cc1ccc(C(=O)NCc2nnnn2-c2ccc(C)c(C)c2)cc1	-9%	·	2%	·	-1.5%	-10%	·	-2%
COC(=O)C1=C(C)N(C)C(C)=C(C(=O)OC)C1c1ccc(F)c(Br)c1	0%	-9%	-15%	?	-9.5%	-9%	13%	0%
C/C(=N\NC(=O)C1(C)CC1(Br)Br)c1cccc(NC(=O)C(C)(C)C)c1 (stereo not given)	-6%	0%	-12%	-4%	-0.9%	4%	-6%	-8%
O=C(CSc1nc(-c2ccccc2)cn1-c1ccccc1F)Nc1ccc(F)cc1	?	·	0%	·	-0.2%	?	·	-5%
COC(=O)c1[nH]c(C)c(/C(O)=C2\C(=O)C(=O)N(CCN3CCOCC3)C2c2ccc(C)o2)c1C (stereo not given)	5%	4%	0%	-27%	-1.0%	2%	4%	-3%
CCOC(=O)c1ccc(NC(=O)CSC(=S)N2CCOCC2)cc1	-6%	-6%	-2%	-7%	1.3%	-14%	3%	-4%
Cn1c(-c2ccccc2)cnc1N	5%	11%	5%	-3%[46.1 µM]	-0.9%	-6%	-4%	2%
Cc1cc2n(n1)CCC(=O)N2Cc1ccc(C(=O)Nc2ccc(Br)c(C)c2)cc1	?	·	-6%	·	-0.7%	-29%	·	0%
CC(C)Cc1nnc(NC(=O)CC(=O)Nc2ccccc2C(=O)O)s1	0%	-7%	-7%	-1%[46.1 µM]	-0.7%	-5%	-3%	-1%
COC(=O)c1nnn(-c2nonc2N)c1CSCCO	5%	7%	-4%	11%[46.1 µM]	1.1%	0%	4%	-2%
Cc1ccccc1Nc1nc2ccccc2n1C(C)C	6%	-4%	0%	8%	0.9%	-6%	6%	3%
CC(N=C1NS(=O)(=O)c2ccccc21)C(=O)NCCCc1ccccc1 (stereo not given)	1%	8%	-2%	-4%	-1.6%	-2%	1%	0%
COc1ccc(-n2c(SCC(=O)c3ccccc3)nc3c([nH]c4ccccc43)c2=O)cc1	-8%	·	1%	·	0.8%	-17%	·	-1%
Cn1cccc1CC(=O)N/N=C/c1ccc(Cl)c([N+](=O)[O-])c1	-3%	3%	-3%	-13%	-0.1%	-25%	-2%	-1%
CC(C)(C)NC(=O)C(c1ccc(F)cc1)N(Cc1ccccc1Cl)C(=O)c1ccn[nH]1 (stereo not given)	1%	-2%	0%	-59%	2.1%	-4%	9%	1%
CSc1cccc(NC(=O)CN(C)S(=O)(=O)c2ccc3c(c2)CCCN3C(C)=O)c1	-3%	·	-6%	·	0.0%	-11%	·	-2%
COc1ccc(OC)c(NC(=O)C23CCC(C)(C(=O)C2)C3(C)C)c1 (stereo not given)	-2%	6%	-3%	2%[46.1 µM]	2.5%	-10%	6%	-7%
CCSc1ncc(Cl)c(C(=O)Nc2nc3ccc(S(C)(=O)=O)cc3s2)n1	-7%	·	-9%[53 µM]	·	-3.4%	-25%	·	35µM*[quencher]
Cc1c(Br)c([N+](=O)[O-])nn1C(C)C(=O)Nc1c(C)n(C)n(-c2ccccc2)c1=O (stereo not given)	3%	-1%	1%	-6%[46.1 µM]	-1.2%	0%	3%	-2%
Cc1ccc(NC(=O)Nc2cccc(Cl)c2)c(C(=O)O)c1	-1%	-8%	-3%	-32%	-1.3%	-1%	-2%	-8%
CN(C)CC1CCCCC1C1(O)c2ccccc2CSc2sccc21 (stereo not given)	-1%	3%	-26%	-11%[46.1 µM]	-1.2%	7%	-4%	1%
CCN(CC)CCCNC(=O)c1cn(CCOC)c(=O)c2c1c1ccccc1n2C	2%	?	4%	-12%[46.1 µM]	0.2%	-8%	-3%	-3%
Cc1ccccc1CNC(=O)CN1C(=O)CCCc2ccccc21	8%	·	-5%	·	-0.4%	0%	·	-14%
CCC1(c2ccccc2)NC(=S)N(c2ccc(C)cc2)N1 (stereo not given)	-5%	2%	3%	6%	-0.7%	-15%	-2%	0%
Clc1ccc2c(c1)nc1n2CCCC1	1%	2%	-4%	18%	1.1%	0%	7%	1%
CCOC(=O)C(NC(=O)CC)(N1CCc2ccccc2C1)C(F)(F)F (stereo not given)	?	6%	-13%	13%[46.1 µM]	-0.9%	-16%	1%	-2%
Cc1ccc(/C=C2\SC(=S)N(c3cccnc3)C2=O)o1	?	19%	6%	-23%	-3.1%	-18%	·	-9%
COc1ccccc1CNC(=O)CSc1ccc(-c2cccc([N+](=O)[O-])c2)nn1	4%	3%	-4%	-14%	0.0%	-19%	0%	-2%
CCCC(=O)N(C1CC(C)C(C#N)(C#N)C1(C#N)C#N)N(C)C (stereo not given)	?	0%	10%	-58%	1.0%	-1%	10%	1%
CCC(C)C(NC(=O)C1CCC(C)CC1)C(=O)Nc1ccc(OC)cc1OC (stereo not given)	4%	0%	-7%	-7%	0.1%	-21%	3%	-3%
Cc1ccc(NC(=O)c2cnc3sc(N4CCOCC4)nn3c2=O)cc1N(C)C	0%	·	4%	·	2.2%	-14%	·	3%
Cc1cc(C)n2nc(SCC(=O)c3c(N)n(CC(C)C)c(=O)n(C)c3=O)nc2n1	0%	-22%	3%	24%	-3.2%	-4%	13%	-1%
O=C(COc1ccccc1)OCc1csc(Nc2ccccc2)n1	14%	1%	2%[53 µM]	6%	-1.3%	?	0%	-3%[53 µM]
O=C(CCCn1c(=O)c2ccccc2n(Cc2ccccc2)c1=O)NCc1ccco1	0%	0%	6%	-16%[46.1 µM]	4.1%	-10%	4%	3%
COc1ccc(C2OC(=O)CC2C(=O)NCc2ccccc2Cl)cc1OC (stereo not given)	8%	22%	2%	9%	3.9%	-7%	1%	-1%
CCCCN(CC)CCCNC(=O)c1cc2c(-c3ccc(OC)c(OC)c3)nn(C)c2s1	-18%	·	-5%	·	1.2%	-21%	·	-3%
Cc1ccc(-n2ncc3c(SCC(=O)NNC(=O)c4ccco4)ncnc32)cc1	-6%[2.34 µM]	-2%	1%	3%	1.1%	2%[2.34 µM]	4%	1%
CN(CCCNC(=O)C1CCCN(S(=O)(=O)c2cnc[nH]2)C1)c1ccccc1 (stereo not given)	-3%	0%	9%	0%[46.1 µM]	1.7%	-3%	1%	-1%
CCCCNc1nc(CC(C)=O)ns1	9%	-4%	-1%	-7%[46.1 µM]	-0.2%	-7%	1%	-2%
O=C(COC(=O)c1ccc(Br)o1)NCC1CCCO1 (stereo not given)	3%	-18%	1%	-9%[46.1 µM]	6.2%	-6%	7%	0%
Cc1ccc2c(CN3CCN(Cc4ccc5c(c4)OCO5)CC3)cc(=O)oc2c1C	-7%	-8%	13%	-15%[46.1 µM]	3.8%	-12%	8%	-3%
COc1ccc(S(=O)(=O)N(CC(=O)Nc2ccccc2Br)Cc2ccccc2)cc1	-10%	·	1%	·	-1.6%	?	·	1%

In the list so far, 7 contain bromine.
SMILES	Tau fibril FP	GLA spleen mod	TRb-SRC2 inh	NPSR antag	Epigenetic reg	Tau fluor counter	CBFb RUNX1 block	TexasRed fluor
CCn1c(NCc2cc(Br)ccc2NS(=O)(=O)c2ccc(C)cc2)nc2ccccc21	-6%	1%	-5%	-15%[46.1 µM]	3.2%	?	-1%	-4%
COC(=O)C1=C(C)N(C)C(C)=C(C(=O)OC)C1c1ccc(F)c(Br)c1	0%	-9%	-15%	?	-9.5%	-9%	13%	0%
C/C(=N\NC(=O)C1(C)CC1(Br)Br)c1cccc(NC(=O)C(C)(C)C)c1 (stereo not given)	-6%	0%	-12%	-4%	-0.9%	4%	-6%	-8%
Cc1cc2n(n1)CCC(=O)N2Cc1ccc(C(=O)Nc2ccc(Br)c(C)c2)cc1	?	·	-6%	·	-0.7%	-29%	·	0%
Cc1c(Br)c([N+](=O)[O-])nn1C(C)C(=O)Nc1c(C)n(C)n(-c2ccccc2)c1=O (stereo not given)	3%	-1%	1%	-6%[46.1 µM]	-1.2%	0%	3%	-2%
O=C(COC(=O)c1ccc(Br)o1)NCC1CCCO1 (stereo not given)	3%	-18%	1%	-9%[46.1 µM]	6.2%	-6%	7%	0%
COc1ccc(S(=O)(=O)N(CC(=O)Nc2ccccc2Br)Cc2ccccc2)cc1	-10%	·	1%	·	-1.6%	?	·	1%

An excerpt. The share of hits here may be higher or lower than overall.
